S2 tox: Viability Counterscreen for Primary qHTS for Inhibitors of ATXN expression | S2 cells (HEK-293 line with an ATXN2-luciferase reporter) viability, CellTiter-Fluor protease fluorescence, 24 h | Potency, µM (doses to about 56.7 µM), most hits filed as cytotoxic | 400,000 compounds, 0.49% hits | AID 651635, 2014; further: potency means the concentration at half of the fitted maximal effect; nearly all actives have a fitted effect of over 40% in size
A549 viability: Nrf2 qHTS screen for inhibitors: counterscreen for cytotoxicity; A549 ARE-Fluc cells, CellTiter-Fluor viability, 18-24 h; Potency, µM (titrated, usually from 46 µM), inactives show at the highest dose activity change, negative = cytotoxicity, usual class: inhibitors; 390,000 compounds, 0.16% hits; further: potency means the concentration at half of the fitted maximal effect; on the % scale 0 is the no-effect control and ±100 the full control effect
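A549 ARE-Fluc cells in 5% FBS OPTI-MEM, 5000 cells/well, rested 2 h then exposed to compounds in concentration-response for 18-24 h at 37 °C. Viability by CellTiter-Fluor fluorescence (Ex 405/Em 525) after 30 min; luciferase luminescence (BugLite, 15 min, RT) read afterwards.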
HepG2 tox: qHTS for Inhibitors of TGF-b: Cytotox Counterscreen. Potency, µM (doses to about 46.1 µM), for inactives: at the top dose activity change, negative = cytotoxicity, most hits filed as cytotoxic. 410,000 compounds, 0.76% hits. AID 588856, 2011. HepG2 CAGA-GFP viability, ATP luminescence, 18 h; further: potency means the concentration at half of the fitted maximal effect; some results filed as inactive show a strong effect at the top dose
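CellTiter-Glo luminescence gave cytotoxicity after 18 hours at 37 degrees C. The cells were HepG2 CAGA-GFP in 1% FBS DMEM, stimulated with 500 pg/mL TGF-beta after compound addition. %Activity was normalised to no-cell wells (complete cell-killing) and DMSO (no toxicity), and curves were fitted and classified.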
Nrf2 ARE act: qHTS of Nrf2 Activators | AREc32 ARE-luciferase reporter (MCF7-derived line), luminescence, 24 h | Potency, µM (top dose mostly 46.1 µM), inactives show at the highest dose activation, actives largely listed as activators | 410,000 compounds, 0.31% hits | AID 624171, 2012; further: potency means the concentration at half of the fitted maximal effect; % of control where 0% means no effect; nearly all actives have a fitted effect of over 65% in size
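AREc32 cells carrying an ARE-driven firefly luciferase, 1000 cells/well in OPTI-MEM with 5% FBS, dosed after overnight attachment and incubated 24 hr at 37 deg C. Steady-Glo luminescence read after 30 min at RT.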
pAkt inh: HTS Assay for Inhibitors of Akt Phophorylation: Primary Screen. Neuro2A IGF-stimulated pAkt S473 HTRF, 20 min; hits give low values. AID 651550, 2012. 360,000 compounds, 0.32% hits. activity change, % for hits at 50 µM; in the data active means activity change below about -80%; inconclusive means mostly about -51% to -80%; further: on the % scale 0 is the no-effect control and ±100 the full control effect
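Neuro2A cells in DMEM with 0.5% FBS, overnight at 37 deg C, given compound at single 50 µM final, then IGF (6 nM final) for 20 min at 37 deg C. Lysed; phospho-Akt Ser473 by HTRF after 24 h, 665/615 ratio.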
Mm-Cpn inhibitor: Inhibitors of TCP-1 ring complex (TRiC) of Methanococcus maripaludis (MmCpn): qHTS; Chaperonin Mm-Cpn (Methanococcus maripaludis); purified Mm-Cpn ATPase, ADP Transcreener TR-FRET; Potency, µM (highest dose often 76.9 µM), without a hit: at the highest dose activity, negative = inhibition, actives largely listed as inhibitors; 330,000 compounds, 0.031% hits; AID 504842, 2011; further: potency means the concentration at half of the fitted maximal effect; on the % scale 0 is the no-effect control and ±100 the full control effect; nearly all actives have a fitted effect of over 80% in size
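25 nM Mm-CPN + cpd, 10 min 37°C; + 10 uM ATP, 30 min 37°C; buffer 30 mM Tris pH 7.4, 100 mM KCl, 5 mM MgCl2, 1 mM DTT; Transcreener ADP HTRF detection 30 min RT.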
CCT chaperon mod: High-Throughput Screening for Modulators of Cytosolic Chaperonin Activity; AID 651819, 2012; activity change, % (no concentration beside the values), hits read low; purified chaperonin ATPase assay, HTRF ADP detection, 30 min; 360,000 compounds, 0.3% hits; in the data active means activity change below about -30%; further: on the % scale 0 is the no-effect control and ±100 the full control effect
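We incubate TRiC, 40 or 20 nM final, with library compounds at 76 uM and 10 uM ATP for 30 min at 37 °C. ADP formed is detected with Transcreener HTRF reagents after 30 min at room temperature.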
TGFb SMAD3 inh: qHTS for Inhibitors of TGF-b | HepG2 CAGA-GFP TGF-b/SMAD3 reporter, GFP fluorescence, 18 h; TGF-beta stimulated, 500 pg/mL final | 410,000 compounds, 1.2% hits | Potency, µM (series often up to 46.1 µM), for inactives: at the top dose activity, negative = inhibition, usual class: inhibitors | AID 588855, 2011; further: potency means the concentration at half of the fitted maximal effect; on the % scale 0 is the no-effect control and ±100 the full control effect; nearly all actives have a fitted effect of over 65% in size
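GFP signal (ex488/em500-530) from TGF-beta-stimulated HEPG2 CAGA-GFP cells, 500 pg/mL final, 18 h at 37 degrees C in DMEM plus 1% FBS, normalized to unstimulated and DMSO-stimulated controls.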
Nrf2 inh: Nrf2 qHTS screen for inhibitors; A549 ARE-Fluc reporter, luciferase luminescence, 18-24 h; Potency, µM (titrated, usually from 46 µM), for inactives: at the highest dose activity change, negative = inhibition, most hits filed as inhibitors; 360,000 compounds, 2.1% hits; AID 504444, 2011; further: potency means the concentration at half of the fitted maximal effect; on the % scale 0 is the no-effect control and ±100 the full control effect; nearly all actives have a fitted effect of over 60% in size
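Concentration-response testing used A549 ARE_Fluc cells at 5000 cells/well. Following an 18-24 h compound incubation, viability was read by fluorescence (Ex 405/Em 525) and luciferase output by luminescence.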
Starred values were filed as active, the others as inactive; i = inactive; ? = inconclusive; . = no result given; [ ] = dose if it differs, or a comment. Unless noted, the call rests on the fitted dose curve; in most records, active means well fitted curve in the direction sought with a large enough effect; inconclusive means small, poorly fitted or top-dose-only effect, or another doubt; inactive means no such curve, though single readings can be large; an effect the other way counts as inactive or inconclusive. Hits appear at their usual frequency; overall some 4.4% were active at least once.

SMILES	S2 tox	A549 viability	HepG2 tox	Nrf2 ARE act	pAkt inh	Mm-Cpn inhibitor	CCT chaperon mod	TGFb SMAD3 inh	Nrf2 inh
CCOC(=O)c1c(NC(=S)Nc2ccc(OCC)cc2)sc2c1CCN(C)C2	i	0.8%	-35.3%	3.5%	i	-5.7%	0.6	-0.6%	2.2%
CCC(C(=O)Nc1ccc(C(=O)OC)cc1)n1c(=O)c(-c2ccccc2NC(C)=O)nc2ccccc21 (stereo unspecified)	.	0.7%	-5.3%	0.1%	.	.	.	-18.8%	14.1%
O=C(NC1CCCCC1)N1CCC(c2nc3ccccc3[nH]2)CC1	i	-7.1%	1.8%	-0.4%	i	-0.1%	-2.2	-6.8%	0.9%
CC1(C)Cc2c(sc3ncnc(NNC(=S)NCc4ccccc4)c23)CO1	?	?	-14.7%	-0.6%	i	-0.7%	-2.4	?	?
Cc1nc(SCc2cccc(C(=O)O)c2)nc2c1CCCC2	i	-0.1%	-14.2%	-2.8%	i	-8.0%	0.5	-13.2%	?
C=CCNC(=S)NNC(=O)c1cccc2ccccc12	i	.	-11.2%	0.2%	i	1.2%	-3.8	-14.2%	8.5%
O=C(O)CCCC(=O)NNc1ncnc2ccccc12	i	9.6%	-18.2%	0.4%[9.22 µM]	i	0.2%	2.4	-6.3%	5.9%
COc1cc(CCC(=O)OCC(=O)Nc2ccccc2C#N)cc(OC)c1OC	i	27.6%	-3.3%	0.4%	i	1.5%	1.9	2.0%	13.4%
C=CCn1c(C)cc(C(=O)COc2ccc(C)nc2[N+](=O)[O-])c1C	i	-4.7%	-31.6%	-0.7%	i	2.8%	1.5	-22.1%	?
O=C(CSc1nccn1Cc1ccco1)Nc1ccccc1F	?	-4.8%	4.8%	0.2%	i	-0.4%	-2.6	7.3%	?
Cc1cc(N/N=C/c2ccncc2)nc2ccccc12	i	4.5%	-21.0%	10.9%	i	0.0%	1.7	-17.5%	?
Cc1ccc(Cn2c(N3CCNCC3)nc3c2c(=O)[nH]c(=O)n3C)cc1	i	-2.3%	-11.5%	-0.2%	i	?	0.8	-4.3%	-9.1%
CC[C@@]1(C(=O)OC)N[C@H](CN(C)C(=O)NC(C)C)[C@@H]2C(=O)N(C)C(=O)[C@@H]21	i	-0.8%	-56.1%	-0.8%	i	0.2%	-0.5	-10.9%	6.8%
CC(=O)NC(c1ccccc1)c1nc(-c2ccccc2C)cs1 (stereo unspecified)	i	.	0.6%	-0.2%	i	.	-1.2	21.7%	.
Cc1ccc(S(=O)(=O)/N=C2/NC(=O)/C(=C/c3ccc(Br)o3)S2)cc1	i	-9.4%	-6.1%	0.3%	i	-1.7%	-3.2	-9.4%	?
Cc1ccc(C(=O)Nc2c(C#N)c(C)c(C)n2Cc2ccccc2)cc1	i	-19.2%	-1.7%	0.2%	i	-2.5%	-0.9	?	.
Cc1ccc(COc2ccc3oc(-c4ccccc4)c(C(=O)O)c3c2)cc1	.	-0.8%	-66.5%	0.6%	.	.	.	?	-13.1%
O=C(CNC(=O)c1ccc(Br)o1)NNC(=O)c1ccccc1F	i	-0.5%	-2.8%	0.1%	i	0.8%	0.1	15.7%	-14.2%
CCCc1cc(=O)oc2cc(C)cc(O)c12	i	-24.7%	-33.5%	0.7%	i	-26.2%	0.7	-48.2%	-27.6%
Cc1cc(/C=N/NC(=O)Cn2c3ccccc3c(=O)c3ccccc32)c(C)n1-c1ccc(Cl)cc1	.	1.5%	-14.3%	2.6%	i	-1.3%	-3.3	-2.0%	1.3%
O=C(COC(=O)CCC(=O)c1ccc(Cl)cc1)NC1CC1	i	3.6%	-9.0%	-0.7%	i	1.1%	-6.8	-8.4%	-15.3%
CN(CCO)c1cc(N2CCCCC2)c2nonc2c1[N+](=O)[O-]	?	?	0.1%	-0.3%	i	-5.5%	2.2	2.6%	?
O=[N+]([O-])c1cc([N+](=O)[O-])c2cccnc2c1Oc1ccccc1O	?	?	3.4%	?	i	-0.3%	1.4	-4.4%	9.6%
CSc1sccc1/C=C(/C#N)C(=O)c1ccco1	i	0.7%	-28.5%	?	i	2.2%	-1.8	18.0%	8.7%
COc1cccc2cc(CC(=O)c3cc(C)ccc3C)c(=O)oc12	?	-3.6%	-6.8%	6.5%	i	-4.0%	0.6	-1.0%	6.8%

The closing 4 records of the part above lead into the next.
SMILES	S2 tox	A549 viability	HepG2 tox	Nrf2 ARE act	pAkt inh	Mm-Cpn inhibitor	CCT chaperon mod	TGFb SMAD3 inh	Nrf2 inh
CN(CCO)c1cc(N2CCCCC2)c2nonc2c1[N+](=O)[O-]	?	?	0.1%	-0.3%	i	-5.5%	2.2	2.6%	?
O=[N+]([O-])c1cc([N+](=O)[O-])c2cccnc2c1Oc1ccccc1O	?	?	3.4%	?	i	-0.3%	1.4	-4.4%	9.6%
CSc1sccc1/C=C(/C#N)C(=O)c1ccco1	i	0.7%	-28.5%	?	i	2.2%	-1.8	18.0%	8.7%
COc1cccc2cc(CC(=O)c3cc(C)ccc3C)c(=O)oc12	?	-3.6%	-6.8%	6.5%	i	-4.0%	0.6	-1.0%	6.8%
Cc1cc(C)n(CC(O)COc2ccccc2)n1 (stereo unspecified)	i	-2.4%	-2.1%	0.0%	i	2.7%	1.9	-1.6%	3.5%
Cc1ccc(S(=O)(=O)CCC(=O)Nc2cc(C)on2)cc1	i	.	1.3%	2.5%	i	.	-0.1	-8.2%	.
O=C(COc1ccc(Cl)cc1)Nc1ccc2c(c1)CCC2	i	12.9%	-27.5%	1.8%	i	1.5%	-0.3	-9.6%	-5.9%
O=C(CN1C(=O)c2ccc([N+](=O)[O-])cc2C1=O)NC1CCCCCC1	i	-1.3%	-0.6%	0.4%	i	3.4%	-0.1	3.2%	8.4%
CCc1cc2c(cc3c(=O)n(CC(=O)N4CCN(C)CC4)ncn32)s1	i	5.2%	3.9%	0.3%	i	-2.4%	0.4	-1.1%	1.4%
CCOc1ccc(N(CC)S(=O)(=O)N2CCCC(C(=O)Nc3ccc(OC)c(Cl)c3)C2)cc1 (stereo unspecified)	.	-6.9%	-24.9%	-0.2%	.	.	.	?	?
Cc1ccc(NC(=O)CSCC(N)=O)cc1C	i	7.1%	-12.1%	3.2%	i	-2.5%	-3.0	-0.4%	28.4%
N#Cc1ccc(Oc2ccc(C#N)c(C#N)c2)cc1C#N	i	-2.2%	8.5%	-0.8%	i	.	-1.1	-4.9%	4.3%
Cc1ccc(NC(=S)NC(=O)C2CC2)c(C)c1	i	5.9%	-10.7%	4.9%	i	-1.9%	-1.5	-17.1%	26.2%
CCOC(=O)[C@]12CCCC=C1N(Cc1ccco1)C(=O)[C@H](CC(=O)NCCCN1CCCC1=O)C2	i	.	.	0.0%	i	.	1.2	.	.
CCCn1c(=S)[nH]c2cc(C(=O)N3CCN(C(=O)OCC)CC3)ccc2c1=O	i	-0.3%	-23.1%	0.6%	i	-6.9%	0.6	?	-12.7%
CCC1CCCCN1C(=O)c1ccc(OC)c(OC2CCN(C(C)=O)CC2)c1 (stereo unspecified)	i	6.7%	8.1%	-0.6%	i	-3.3%	-1.9	0.9%	1.7%
O=c1c(Cl)c(NCc2ccco2)cnn1C12CC3CC(CC(C3)C1)C2	i	-11.9%	0.8%	2.3%	i	-0.6%	0.9	-2.7%	-1.2%
Cn1c(/C(C#N)=C/c2ccc(-c3ccc(S(N)(=O)=O)cc3)o2)nc2ccccc21	i	5.0%	-27.7%	-1.8%	i	-7.5%	-1.1	-18.8%	?
CC(=O)N1c2ccc(S(=O)(=O)NCc3ccc(Cl)cc3)cc2CC1C (stereo unspecified)	.	4.5%	-11.1%	0.0%	.	.	.	?	.
CCn1cc(C(=O)O)c(=O)c2cc(F)c(N3CCN(S(=O)(=O)c4ccc(NC(=O)OC)cc4)CC3)cc21	i	6.2%	-7.6%	-0.3%	i	-12.1%	-2.5	-4.1%	6.6%
CC(=O)NC1(C(F)(F)F)NC(=O)N(C2CCCCC2)C1=O (stereo unspecified)	.	-2.7%	-1.0%	0.2%	.	1.2%	-2.5	0.0%	-7.6%
CC1(C(=O)NS(=O)(=O)c2ccccc2Cl)CCN1C(=O)C1(c2ccccc2)CCCC1 (stereo unspecified)	i	.	-0.7%	-0.4%	i	.	-1.2	0.7%	.
Cc1ccc(S(=O)(=O)N(C)C)cc1NC(=O)C(C)OC(=O)C1CCCCC1 (stereo unspecified)	i	0.3%	-5.1%	-0.7%	i	1.2%	-3.9	-0.2%	3.7%
CC(NC(=O)CN1C(=O)c2ccccc2C1=O)c1ccccc1 (stereo unspecified)	i	1.1%	4.3%	-0.8%	i	1.3%	-1.7	-3.3%	2.4%

Exported bar-delimited: two of the compounds above
molecule | S2 tox | A549 viability | HepG2 tox | Nrf2 ARE act | pAkt inh | Mm-Cpn inhibitor | CCT chaperon mod | TGFb SMAD3 inh | Nrf2 inh
CCc1cc2c(cc3c(=O)n(CC(=O)N4CCN(C)CC4)ncn32)s1 | i | 5.2% | 3.9% | 0.3% | i | -2.4% | 0.4 | -1.1% | 1.4%
CCOc1ccc(N(CC)S(=O)(=O)N2CCCC(C(=O)Nc3ccc(OC)c(Cl)c3)C2)cc1 (stereo unspecified) | . | -6.9% | -24.9% | -0.2% | . | . | . | ? | ?

Bioassay records deposited in PubChem by National Center for Advancing Translational Sciences (NCATS).
